Lipid droplet: hepatic lipid droplet formation modulation. actives 0.4% (n = 240,000). AID 1656. AML12 mouse hepatocytes, oleate lipid droplets, BODIPY imaging. inhibition, % at 6.5 µM;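 active means lipid droplet intensity inhibited by at least 50%, with more than 500 cells counted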
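Assay system: AML12 hepatocytes (mouse); Probe or stimulus: oleic acid at 100 µM to induce lipid droplet formation; Dosing: compound at 6.5 µM only; Schedule: compound with oleate, overnight; Detection: fluorescence imaging, 20x objective, two fields per well; Measure: % inhibition of lipid droplet signal.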
Lipid droplet cells 6.5 µM: second read-out of Lipid droplet, no call of its own (marks repeat the call); cell count; measured here: cell count, cytotoxicity flag;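 cells counted across two imaged fields per well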
* = called active by the depositor. An excerpt. The share of hits here may be higher or lower than overall.

#	compound	Lipid droplet	Lipid droplet cells 6.5 µM
1	C[C@@H]1NC(=O)N(CCCn2ccnc2)C1=O	-3	806
2	Cc1ccc(N(C(=O)CNC(=O)c2ccco2)C(C(=O)NC2CCCCC2)c2ccncc2)c(C)c1 (stereo not given)	-10	812
3	O=C(N/N=C/c1c[nH]c2ccccc12)c1cccc(Cl)c1	12	844
4	Cc1cc(C)n2nc(CC(=O)NNC(=O)c3ccccc3Cl)nc2n1	-2	691
5	CC1(C)Oc2ccc(C(=O)Nc3ccccc3)cc2N(CC#N)C1=O	-2	802
6	O=C(c1cccc(-n2cccc2)c1)N1CCN(S(=O)(=O)c2c(F)cccc2F)CC1	9	827
7	CCOc1cc(N2CCOCC2)c(OCC)cc1NC(=O)COC(=O)COc1ccc(C#N)cc1	3	851
8	O=C(Nc1ccncc1)Nc1cccc(F)c1	-2	790
9	Cn1cc(C(=O)NC2CCCCC2)c(=O)c2cc(S(=O)(=O)N3CCOCC3)ccc21	1	680
10	O=C(NC1CCCC1)C(c1ccccn1)N(Cc1ccccc1F)C(=O)c1csnn1 (stereo not given)	5	807
11	O=C(Nc1cccc(-c2nn[nH]n2)c1)c1cccs1	-17	670
12	CCOC(=O)N1CCN(Cc2ccc(OCC(O)CN3CCCCC3)cc2)CC1 (stereo not given)	7	801
13	O=C(NCC1CCCCC1)c1ccccc1[N+](=O)[O-]	-1	843
14	O=C(NC(Cc1ccccc1)C(=O)O)/C(=C/c1cccc([N+](=O)[O-])c1)NC(=O)c1cccc(Br)c1 (stereo not given)	-2	770
15	COc1ccccc1CC(NC(C)=O)C(=O)NC1CCN(S(=O)(=O)c2ccccc2)CC1 (stereo not given)	-15	794
16	Cc1ccc(S(=O)(=O)N[C@@H](Cc2ccccc2)C(=O)N2CCC(C(=O)N[C@@H](CCC(N)=O)C(=O)O)CC2)cc1	1	734
17	CCS(=O)(=O)N1CCC(C(=O)Nc2cccc(F)c2)CC1	10	836
18	CC1(C)Cc2c(cnn2-c2ccccc2)C(NC(=O)CCc2ccncc2)C1 (stereo not given)	-16	723
19	COc1cc2ccccc2cc1C(=O)NCc1ccncc1	-2	691
20	COC(=O)c1sc(NC(=O)c2c(-c3ccccc3)noc2C)nc1C	-2	626
21	O=C(CCCN1C(=O)S/C(=C/c2ccccc2)C1=S)Nc1ccc(C(=O)O)cc1	9	830
22	CCCCc1ccc(NC(=O)C(=O)NCCN2CCN(C(=O)c3ccc([N+](=O)[O-])cc3)CC2)cc1	8	790
23	O=C(c1ccccc1[N+](=O)[O-])N1N=C(c2ccccc2)CC1(O)C(F)(F)F (stereo not given)	-6	822
24	Cc1cc(C)cc(NC(=O)C2CCN(S(=O)(=O)c3ccc4c(c3)NC(=O)C(C)S4)CC2)c1 (stereo not given)	-11	652
25	COC(=O)C1=CN(c2ccc(OC)cc2)C=C(C(=O)OC)C1c1cc(OC)c(OC)cc1OC	-4	628
26	CSCC[C@H](NC(=O)COc1ccc(Cl)cc1)C(=O)N1CCC2(CC1)NCCc1[nH]cnc12	-2	694
27	Nc1cc(N)nc(SCc2cccc(F)c2)n1	-1	812
28	O=C(O)CSc1nnc2n(-c3ccccc3)c(=O)c3ccccc3n12	-10	732
29	COc1cc([N+](=O)[O-])ccc1NC(=O)NNC(=O)C(C)Oc1ccc(F)cc1F (stereo not given)	-3	791
30	Cc1ccc(S(=O)(=O)NCC(C)n2nc(C)nc2C)cc1 (stereo not given)	-3	751
31	NC(=O)C1CCN(C(=O)C2(NC(=O)Nc3cccc(F)c3)CCCCC2)CC1	16	785
32	Cc1ccc(NS(=O)(=O)c2c(C)[nH]c(C)c2C(=O)N2CCCC2)cc1	-15	687
33	Cc1ccn2cc(C(=O)N3CCCC(Nc4ccc(F)cc4)C3)nc2c1 (stereo not given)	-2	792
34	CCc1ccc(NC(=O)C(=O)NNC(=O)c2cccs2)cc1	3	818
35	CCOc1ccc(C2/C(=C(\O)c3ccc4c(c3)OCCO4)C(=O)C(=O)N2CCCn2ccnc2)cc1OC (stereo not given)	2	737
36	COc1ccc(OC)c(CNS(=O)(=O)c2cc(CN3C(=O)c4cccnc4C3=O)ccc2OC)c1	1	690
37	O=C(NCC1CCCO1)C1CCCN(S(=O)(=O)c2ccc(F)cc2)C1 (stereo not given)	18	656
38	COc1ccc(OC2CCN(S(=O)(=O)c3ccc(F)cc3)CC2)cc1	-1	851
39	O=C(Nc1cccc(-c2cccc(F)c2)c1)C1CCN(C2CCC2)CC1	-6	688
40	CC(=O)Nc1nnc(/C=C/c2cccc([N+](=O)[O-])c2)s1	0	775
41	O=C(N/N=C/c1cccnc1)c1ccccc1Cl	-4	833
42	CCC(C)NC(=O)C1CCC(CNS(=O)(=O)c2ccc3c(c2)CC(C)N3C(C)=O)CC1 (stereo not given)	-4	705
43	O=C(Nc1ccc(C(=O)N2CCCCC2)cc1)c1ccc([N+](=O)[O-])cc1	30	780
44	O=C(Nc1c(C(=O)N2CCC(N3CCCCC3)CC2)oc2ccccc12)c1c(F)cccc1F	11	753
45	CCOc1ccc(-c2nc(CSCC(=O)NC3CC3)c(C)o2)cc1	25	733
46	COC(=O)c1cccc(N2C(=O)C3C4C=CC(CC4)C3C2=O)c1 (stereo not given)	3	884
47	NS(=O)(=O)c1ccc2nc(-c3ccccc3)c(-c3ccccc3)nc2c1	-3	737
48	COc1ccc(CN2CCN(Cc3ccc(C)cc3)CC2)c(OC)c1	-1	437
49	O=C(N/C(=C\c1ccco1)C(=O)N1CCCC1CO)c1ccccc1 (stereo not given)	-12	797
50	Cc1cc(C)cc(C(=O)N(CCc2ccccc2)C2CC3CCC(C2)N3C)c1 (stereo not given)	15	830
51	COC(=O)c1ccc(N2CCOCC2)c(NC(=O)c2cccs2)c1	0	827
52	Cc1cc(NC(=O)Nc2ccc(Cl)cc2)no1	18	786
53	COc1ccc(-c2csc(Nc3ncccn3)n2)cc1C	8	814
54	COC(=O)c1c(NC(=O)C(C)C)sc2c1CCN(Cc1ccccc1)C2	15	736
55	CCCN(CCC)CCNC(=O)c1cn(C)c(=O)c2c1c1ccccc1n2C	0	839
56	COC(=O)c1ccc(NC(=S)NC(=O)C2CCC2)cc1	-2	617

Next section:
#	compound	Lipid droplet	Lipid droplet cells 6.5 µM
57	O=C(CCn1c(=O)[nH]c2ccsc2c1=O)N1CCN(c2ccc([N+](=O)[O-])cc2)CC1	6	800
58	Cc1ccc(OCC(=O)Nc2c3c(nn2C(C)(C)C)CS(=O)(=O)C3)cc1	-6	719
59	CCCc1cc(N2CCOCC2)n2ncc(-c3ccccc3)c2n1	27	839
60	O=C(Cc1ccc(O)cc1)NC1CCCCCC1	-3	773
61	O=c1ccc(-c2ccc(S(=O)(=O)Nc3ccc(F)cc3)o2)n[nH]1	-7	751
62	Cc1ccc(C(=O)N2CCNC(=O)C2CC(=O)Nc2ccccc2)cc1 (stereo not given)	0	808
63	O=C(NC1CCS(=O)(=O)C1)c1ccc(S(=O)(=O)N2CCCC2)cc1 (stereo not given)	-1	820
64	O=C(O)c1cc2c(cc1NC(=O)c1ccccc1OC(F)F)OCCCO2	-12	790
65	COc1ccccc1CNc1ccc(Br)cn1	-1	408
66	O=C(Cn1c(=O)oc2ccccc21)N1CCCC1	23	722
67	COc1cccc(NC(=O)Nc2nc(-c3ccc(OC)c(OC)c3)cs2)c1	-8	652
68	CCC(C)[C@H](NC(=O)C1CC(=O)N(c2ccc(OC)cc2)C1)C(=O)N1CCCCC1 (stereo not given in full)	-2	763
69	CCC(=O)Nc1cc2c3c(c1)CCC(=O)N3CCC2	-4	706
70	Cc1cccc(NC(=O)c2cc(-c3ccc(C)c(C)c3O)n[nH]2)c1	10	802
71	Cc1c(C(=O)NC2CCCCC2)oc2ccc(F)cc12	-37	768
72	CCNC(=S)N1CCN(S(=O)(=O)/C=C/c2ccccc2)CC1	-1	724
73	O=C(NC1CCN(S(=O)(=O)c2ccc(Cl)cc2)CC1)C1CCCCC1	-3	746
74	COc1ccc(N2CCN(C(=O)C3(S(=O)(=O)c4ccc(C)cc4)CC3)CC2)cc1	1	806
75	COc1ccc(OCc2cc(C(=O)N3CCSCC3)no2)c(Cl)c1	0	828
76	O=C(NCc1cc([N+](=O)[O-])ccc1O)c1cc(-c2ccncc2)nc2ccccc12	-5	662
77	CCOC(=O)c1cnc2c(ccc3ccccc32)c1N	22	853
78	O=C(c1ccc(Cl)c(Cl)c1)N1CCN(Cc2ccc3c(c2)OCO3)CC1	-2	836
79	N#CSC(c1ccccc1)c1nc2ccccc2[nH]c1=O (stereo not given)	4	798
80	CN1CCC(CN)(N2CCN(c3ccccc3)CC2)CC1	0	833
81	CC(C)c1ccc(C(=O)OCC(=O)NC2CCCC2)cc1	3	821
82	CC[C@@H](C)[C@H](CN[C@H](CNC)C(C)C)NC[C@@H](C)c1ccc(CC(C)C)cc1	1	747
83	COc1cccc(CC(CC(=O)O)C(=O)Nc2cc(C)ccc2C)c1 (stereo not given)	11	840
84	Cc1ccc(-n2nc3c(N4CCC(C(=O)N5CCN(C)CC5)CC4)nnc(C)c3c2C)cc1	-7	717
85	CCCN1CCN(CCCNC(=O)CN2C(=O)c3cccnc3Oc3ccc(Cl)cc32)CC1	1	727
86	CC(=O)Nc1ccc(SCc2csc(C)n2)cc1	-8	755
87	COC(=O)c1ccc(Cn2nnc3c(=O)[nH]c(C4CCN(S(=O)(=O)c5ccc(F)cc5)CC4)nc32)cc1	18	645
88	O=C(CSc1nnc(NC(=O)c2ccccc2[N+](=O)[O-])s1)NC1CCCC1	-17	672
89	CC1CC(C)CN(S(=O)(=O)c2ccc(C(=O)Nc3nnc(C4CC4)o3)cc2)C1 (stereo not given)	4	892
90	CC(=O)NCCC(=O)Nc1cc(S(=O)(=O)Nc2ccc(Cl)cc2)ccc1N1CCCC1	-16	855
91	Nc1c(C=C2C=CC(=O)C=C2)c(=O)nc2sc(CC(=O)N3CCOCC3)nn12	13	716
92	O=C1C(=O)N(CCO)C(c2ccc(Br)cc2)/C1=C(\O)c1ccccc1 (stereo not given)	3	834
93	CCn1nc(C)cc1C(=O)N1CCCC(Nc2ccc(F)c(F)c2)C1 (stereo not given)	-5	776
94	O=C(CCC1CCN(C(=O)c2cc(C(F)(F)F)ccc2Cl)CC1)NC1CC1	7	782
95	Cc1nc2ccc(S(=O)(=O)NCC(=O)NCc3ccc(Cl)cc3)cc2s1	-4	758
96	O=C(CCC(=O)Nc1ccc(Br)cc1)N/N=C/c1ccccc1F	10	872
97	CCOC(=O)c1csc(NC(=O)CN2CCCCC2)n1	-1	403
98	Cc1c(C(=O)N2CCN(Cc3ccccc3)CC2)oc2c1C(=O)CCC2	-39	742
99	CCc1nnc2c(N(C)S(=O)(=O)c3ccc(C)cc3)nc3ccccc3n12	-25	670
100	COc1cc(CN2CCC(Cc3ccccc3)CC2)cc(OC)c1OC	-3	841
101	O=C(NCc1ccc(Cl)cc1)C1CCCCN1S(=O)(=O)c1ccccc1 (stereo not given)	-26	810
102	O=C(NCc1ccccn1)C1CCC(=O)N(Cc2ccc(Cl)cc2)C1 (stereo not given)	-16	688
103	COc1cc2c(cc1OC)C(c1cc3cc(C)ccc3[nH]c1=O)N(C(=O)c1ccco1)CC2 (stereo not given)	-44	721
104	CCN(c1ccc(OC)cc1)S(=O)(=O)c1cc(-c2cc(C)no2)ccc1OC	-25	669
105	CCn1nc(NS(=O)(=O)c2ccccc2)c2cc3ccc(C)cc3nc21	7	678
106	CC(=O)N1CCN(c2ccccc2NC(=O)c2cccc3c(Cl)cccc23)CC1	-15	802
107	O=C(CS(=O)(=O)Cc1ccccc1)Nc1ccc(Br)cc1F	-16	696
108	COc1cccc(-c2c(NC(C)=O)n(C)c3ccccc3c2=O)c1	-2	820
109	Cc1cc(NC(=O)COC(=O)CCS(=O)(=O)c2ccc(C)c(C)c2)no1	12	760
110	O=C(CCc1ccncc1)N1CCCC(Nc2ccc(F)cc2)C1 (stereo not given)	-6	722
111	O=C(N/N=C\c1ccccc1F)c1ccc(-c2ccccc2)cc1	-5	664

Assay outcomes as filed in PubChem BioAssay.
